# From PubChem BioAssay
# HepG2 tox: kills HepG2 cells in TGF-b inhibitor counter-screen. HepG2 CAGA-GFP viability, ATP luminescence, 18 h. Potency, µM (highest dose often 46.1 µM), without a hit: top-dose activity change, negative = cytotoxicity, hits mostly cytotoxic. actives 0.76% (n = 410,000). AID 588856; also: potency is read from the fitted curve at half-maximal effect; some results filed as inactive show a strong effect at the top dose
#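 CellTiter-Glo luminescence gave cytotoxicity after 18 hours at 37 degrees C. The cells were HepG2 CAGA-GFP in 1% FBS DMEM, stimulated with 500 pg/mL TGF-beta after compound addition. %Activity was normalised to no-cell wells (complete cell-killing) and DMSO (no toxicity), and curves were fitted and classified.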
# Nrf2 block: blocks Nrf2 signaling. A549 ARE-Fluc reporter, luciferase luminescence, 18-24 h. Potency, µM (top dose mostly 46 µM), for the others: top-dose activity change, negative = inhibition, actives largely listed as inhibitors. actives 2.1% (n = 360,000). AID 504444; also: potency is read from the fitted curve at half-maximal effect; % is scaled to controls: 0 for no effect and ±100 for the full control effect; nearly all actives have a fitted effect of over 60% in size
#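 In this cell-based qHTS, ARE-driven firefly luciferase in A549 cells reports Nrf2 activity; the luminescent signal after BugLite lysis is the measured value, with a prior CellTiter-Fluor read for cell health.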
# CCT chaperon mod: changes cytosolic chaperonin activity; purified chaperonin ATPase assay, HTRF ADP detection, 30 min; activity change, % (test concentration not listed), hits read low; actives 0.3% (n = 360,000); in the data active = activity change below about -30%; also: % is scaled to controls: 0 for no effect and ±100 for the full control effect
#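 TRiC (40 or 20 nM final, by batch activity) in 30 mM Tris pH 7.4, 100 mM KCl, 5 mM MgCl2, 1 mM DTT was treated with compound at 76 uM single dose, then 10 uM ATP, 30 min at 37 °C. ADP was read by HTRF Transcreener.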
# MmCpn inh: inhibitors of Methanococcus maripaludis chaperonin (MmCpn); actives 0.031% (n = 330,000); AID 504842; Potency, µM (doses to about 76.9 µM), for the others: at the top dose activity, negative = inhibition, actives largely listed as inhibitors; purified Mm-Cpn ATPase, ADP Transcreener TR-FRET; also: potency is read from the fitted curve at half-maximal effect; % is scaled to controls: 0 for no effect and ±100 for the full control effect; nearly all actives have a fitted effect of over 80% in size
#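 Compound-treated chaperonin, 25 nM final, turns over 10 uM ATP at 37°C for 30 min following a 10 min preincubation; ADP generated competes with ADP-d2 for Eu-cryptate antibody, lowering FRET.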
# TGFb inhibitor: blocks TGF-b signaling | AID 588855 | HepG2 CAGA-GFP TGF-b/SMAD3 reporter, GFP fluorescence, 18 h; TGF-beta stimulated, 500 pg/mL final | Potency, µM (series often up to 46.1 µM), without a hit: at the top dose activity, negative = inhibition, most hits filed as inhibitors | actives 1.2% (n = 410,000); also: potency is read from the fitted curve at half-maximal effect; % is scaled to controls: 0 for no effect and ±100 for the full control effect; nearly all actives have a fitted effect of over 65% in size
#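 First, reporter cells (HEPG2 CAGA-GFP) rested 2 h at 37 degrees C. Next, compounds were pinned in and TGF-beta added to 500 pg/mL final. After 18 h, GFP was imaged per cell and summed per well.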
# pAkt inh: inhibitors of Akt phosphorylation; Neuro2A IGF-stimulated pAkt S473 HTRF, 20 min; hits give low values; activity change, % for hits at 50 µM; actives 0.32% (n = 360,000); AID 651550; in the data active = activity change below about -80%; inconclusive = mostly about -51% to -80%; also: % is scaled to controls: 0 for no effect and ±100 for the full control effect
#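 Neuro2A cells (4,500/well, DMEM with 0.5% FBS) were treated with compound at a single 50 µM final concentration, stimulated with 6 nM IGF for 20 min at 37 °C, and lysed. Phospho-Akt Ser473 was read by HTRF as 665/615 ratio ×10^4.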
# Abeta rescue: A-beta toxicity reversal in yeast; yeast expressing A-beta42, growth rescue, OD600, 48 h; response scale: 0% DMSO, 100% iron-clioquinol control; Potency, µM (titrated, usually from 46.1 µM), for inactives: top-dose growth rescue, most hits filed as activators; actives 0.063% (n = 410,000); AID 1347071; also: potency is read from the fitted curve at half-maximal effect; nearly all actives have a fitted effect of over 55% in size
#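 Yeast A-beta toxicity model in growth medium with pinned compounds, 48 h at 30 C; growth read as absorbance at 600 nm. Normalized to FeCl3/clioquinol equimolar mix (positive) and DMSO (negative).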
# A549 viability: counter-screen for Nrf2 inhibitors: cytotoxicity in A549 cells; AID 504648; A549 ARE-Fluc cells, CellTiter-Fluor viability, 18-24 h; actives 0.16% (n = 390,000); Potency, µM (series often up to 46 µM), inactives show at the highest dose activity change, negative = cytotoxicity, actives largely listed as inhibitors; also: potency is read from the fitted curve at half-maximal effect; % is scaled to controls: 0 for no effect and ±100 for the full control effect
#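 A549 ARE-Fluc cells in 5% FBS OPTI-MEM, 5000 cells/well, rested 2 h then exposed to compounds in concentration-response for 18-24 h at 37 °C. Viability by CellTiter-Fluor fluorescence (Ex 405/Em 525) after 30 min; luciferase luminescence (BugLite, 15 min, RT) read afterwards.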
# Nrf2 ARE act: Nrf2 pathway activation; AREc32 ARE-luciferase reporter (MCF7-derived line), luminescence, 24 h; Potency, µM (series often up to 46.1 µM), for inactives: at the highest dose activation, most hits filed as activators; actives 0.31% (n = 410,000); also: potency is read from the fitted curve at half-maximal effect; % of control where 0% means no effect; nearly all actives have a fitted effect of over 65% in size
#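 Reporter line AREc32 (ARE-Fluc), seeded overnight in OPTI-MEM with 5% FBS; compound pin-transferred, 24 hr at 37 deg C, 5% CO2; luminescent read-out.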
# The depositor's hits bear a star; i = inactive; ? = inconclusive; nt = no result given; [ ] = remark or other dose. Unless noted, calls follow the shape of the dose curve; as a rule, active = well fitted curve in the direction sought with a large enough effect; inconclusive = small, poorly fitted or top-dose-only effect, or another doubt; inactive = no such curve, though single readings can be large; an effect the other way counts as inactive or inconclusive.
# The line under a structure holds: TGFb inhibitor, CCT chaperon mod, HepG2 tox, Abeta rescue, MmCpn inh, pAkt inh, A549 viability, Nrf2 ARE act, Nrf2 block
1	O=C(NC1=NCCS1)c1ccc(Br)s1
→ -22%, -3.9, -6%, 6%, -7%, i, 16%, 0.1%, ?
2	COc1cccc(CNC(=O)c2sc3nc4n(c(=O)c3c2C)CCC4)c1
→ -4%, nt, 8%, -19%, nt, nt, 6%, 0.5%, 34%
3	Cc1ccc(NC(=O)c2cc(S(=O)(=O)N3CCCC3)cn2C)cc1
→ -2%, 0.3, -1%, -8%, 1%, i, -1%, -0.8%, -5%
4	O=C(c1nc2ccccc2s1)N1CCSCC1
→ -3%, -1.2, -2%, -11%, 1%, i, -9%, 3.0%, ?
5	CC(NC(=O)COc1ccccc1)C(=O)N1CCN(c2ccccc2)CC1 (stereo not given)
→ -3%, 0.0, -13%, 9%, 1%, i, 13%, 0.0%, 0%
6	Cc1cccc(N(O)C(=O)Nc2cccc(Cl)c2)c1
→ ?, -9.8, 11%, 16%, 0%, i, -2%, 5.3%, ?
7	COc1ccc(C(C(=O)NC(C)(C)C)N(CCc2ccccc2)C(=O)CCC(=O)Nc2cc(C)on2)cc1 (stereo not given)
→ -5%, 1.1, -14%, 0%, 1%, i, ?, 3.7%, ?
8	COc1nonc1NCn1nc(C)cc1C
→ -6%, -0.8, 7%, 9%, 0%, i, 3%, -0.2%, 21%
9	Cc1ccc(C)c(OCCC(=O)OCC(=O)Nc2cccc(S(=O)(=O)N3CCCC3)c2)c1
→ 4%, 1.3, 3%, 8%, -1%, i, -1%, 0.1%, 4%
10	OCCC1CN(Cc2ccc(Oc3ncccn3)cc2)CCN1Cc1ccc(F)c(F)c1 (stereo not given)
→ -8%, -0.4, -5%, 6%, -1%, i, -6%, -0.1%, -11%
11	O=C(COc1coc(CN2CCN(c3ccccc3)CC2)cc1=O)N1CCc2ccccc21
→ 6%, 0.1, 3%, 11%, 2%, i, 3%, -0.5%, -1%
12	Cc1ccc(/C=C/c2onc(C)c2S(=O)(=O)N2CCC(C(=O)N3CCN(c4cccc(C)c4)C(C)C3)CC2)cc1 (stereo not given)
→ ?, nt, -20%, 0%, nt, nt, -1%, -1.2%, nt
13	Nc1nnc(SCC(=O)Nc2cccc(S(=O)(=O)N3CCCCC3)c2)s1
→ -8%, 0.3, 0%, -2%, 0%, i, -18%, -0.1%, ?
14	CCOc1ccc(CCNC(=O)Cn2ccc3ccccc3c2=O)cc1OCC
→ 20%, 0.3, -4%, -6%, -2%, i, 1%, -0.1%, -11%
15	Cc1ccc(N(C)S(=O)(=O)c2ccc(-c3coc(C)n3)cc2)cc1
→ 18%, nt, 6%, 2%, nt, nt, 3%, 0.2%, nt

# Some of the entries so far, with one line to a screen:
10	OCCC1CN(Cc2ccc(Oc3ncccn3)cc2)CCN1Cc1ccc(F)c(F)c1 (stereo not given)
7	COc1ccc(C(C(=O)NC(C)(C)C)N(CCc2ccccc2)C(=O)CCC(=O)Nc2cc(C)on2)cc1 (stereo not given)
11	O=C(COc1coc(CN2CCN(c3ccccc3)CC2)cc1=O)N1CCc2ccccc21
8	COc1nonc1NCn1nc(C)cc1C
13	Nc1nnc(SCC(=O)Nc2cccc(S(=O)(=O)N3CCCCC3)c2)s1

entry no.,10,7,11,8,13
TGFb inhibitor,-8%,-5%,6%,-6%,-8%
CCT chaperon mod,-0.4,1.1,0.1,-0.8,0.3
HepG2 tox,-5%,-14%,3%,7%,0%
Abeta rescue,6%,0%,11%,9%,-2%
MmCpn inh,-1%,1%,2%,0%,0%
pAkt inh,i,i,i,i,i
A549 viability,-6%,?,3%,3%,-18%
Nrf2 ARE act,-0.1%,3.7%,-0.5%,-0.2%,-0.1%
Nrf2 block,-11%,?,-1%,21%,?

# Carrying on.
# The line under a structure holds: TGFb inhibitor, CCT chaperon mod, HepG2 tox, Abeta rescue, MmCpn inh, pAkt inh, A549 viability, Nrf2 ARE act, Nrf2 block
16	COc1cc(C2NC(=O)NC(C)=C2C(=O)OC(C)C)ccc1OC(=O)c1ccco1 (stereo not given)
→ 5%, 0.0, 5%, 3%, 1%, i, -7%, 4.8%, ?
17	CC1(C)CC(=O)N(c2cc(Cl)ccc2Cl)C(=O)C1
→ -7%, -0.9, 3%, -1%, 1%, i, -4%, -1.4%, 5%
18	C/C(=N/NS(=O)(=O)c1cc(C)ccc1C)c1ccc2c(c1)OCO2
→ -1%, -4.8, 1%, 6%, 0%, i, -1%, -0.7%, -11%
19	O=C(Nc1ncn[nH]1)c1cc(S(=O)(=O)Nc2cccc(C(F)(F)F)c2)ccc1Cl
→ 5%, -2.7, 0%, 25%, 2%, i, 0%, 0.2%, -2%
20	Cn1cc(S(=O)(=O)CC(=O)N2CCc3ccccc32)c2ccccc21
→ -14%, 0.7, -9%, -6%, 0%, i, 23%, 0.4%, 11%
21	Cc1cccc(-n2cnc(C(=O)Nc3cccnc3)c2)n1
→ 5%, 0.1, 7%, -7%, 0%, i, 4%, -0.1%, nt
22	COc1cccc(-n2c(Cc3cc(=O)[nH]c(=O)[nH]3)nnc2SCC(=O)NC2CCCC2)c1
→ 2%, -4.1, -7%, -9%, 3%, i, -6%, -0.5%, 4%
23	COC(=O)Nc1sc2c(c1C(=O)N1CCOCC1)CCC(C)C2 (stereo not given)
→ -15%, -0.5, -5%, 5%, 1%, i, 14%, 1.7%, 11%
24	c1ccc(CSc2nccc(-c3ccco3)n2)cc1
→ 0%, -2.1, -42%, 12%, nt, i, 7%, 10µM*, 8%
25	Cc1cc(-c2csc3ncnc(N4CCN(C)CC4)c23)cc(C)c1C
→ 6%, -1.5, -11%, -10%, 1%, i, 2%, 0.4%, -9%
26	Cc1csc(NC(=O)CS(=O)(=O)Cc2ccccc2)n1
→ 4%, 0.1, -11%, -4%, 0%, i, 1%, 2.8%, -1%
27	Nc1nc(SCC(=O)Nc2ccccc2)[nH]c(=O)c1NC(=O)c1cccs1
→ 3%, -0.3, -1%, -8%, 1%, i, -2%, 0.0%, 12%
28	O=C(O)c1ccc(CN2C(=O)c3ccccc3S2(=O)=O)cc1
→ 39%, -0.2, 42%, 6%, 3%, i, -9%, -0.9%, nt
29	Cc1cccc(Cn2c(=O)n(CC3CCC(C(=O)N4CCC(C)CC4)CC3)c(=O)c3sccc32)c1 (stereo not given)
→ 14%, nt, 3%, -2%, nt, nt, 2%, -0.9%, -27%
30	Cc1cc2ccccc2n1CCNC(=O)C(C)(C)C
→ -8%, -3.2, -13%, 1%, 0%, i, 3%, 0.5%, 14%

# Continuation.
# The line under a structure holds: TGFb inhibitor, CCT chaperon mod, HepG2 tox, Abeta rescue, MmCpn inh, pAkt inh, A549 viability, Nrf2 ARE act, Nrf2 block
31	Cc1nc2ccccc2c2c1CC(C(C)(Cl)Br)O2 (stereo not given)
→ -27%, 0.6, -25%, -7%, 2%, i, -19%, -0.8%, ?
32	Cn1c(C(=O)OCC(=O)NCc2ccc(F)cc2)cc2occc21
→ 3%, -0.1, -31%, -5%, 1%, i, -5%, 0.5%, 8%
33	CCOc1ccccc1OCC(=O)NN1Cc2ccccc2C1=N
→ -7%, 0.1, -3%, -4%, -2%, i, 8%, -0.5%, 7%
34	CCCCNC(=O)CNC(=S)N(Cc1ccccc1)Cc1cccnc1
→ 25%, -2.2, 27%, -14%, -1%, i, 0%, 0.2%, -1%
35	CCOc1ccc(NC(=O)CSc2nc(=O)n(CCCN3CCOCC3)c3c2CCC3)cc1
→ ?, 1.2, -1%, -10%, 0%, i, 2%, -0.2%, 3%
36	COc1ccc(NC(=O)C(CC(=O)O)Cc2ccc(Cl)cc2)cc1 (stereo not given)
→ 8%, -5.4, -4%, 11%, 1%, i, 4%, 0.2%, 2%
37	O=C(CCN1C(=O)c2ccccc2C1=O)Nc1cccc(O)c1
→ 4%, -3.9, -5%, -1%, 1%, i, -6%, -1.4%, -10%
38	COC(=O)c1cnc(Oc2ccc(NC(=O)NC(=O)c3c(F)cccc3Cl)cc2)cc1C(F)(F)F
→ 4%, -1.1, -21%, -4%, -1%, i, 2%, -0.5%, 19%
39	COc1ccc(C2CC(c3ccccc3)=NN2c2ccc(/C=N/NC(=O)c3ccncc3)cc2)cc1 (stereo not given)
→ 2%, 2.7, -22%, 14%, 1%, i, 1%, 4.0%, ?
40	COc1cccc(C2/C(=C(/O)c3ccccc3)C(=O)C(=O)N2Cc2ccco2)c1 (stereo not given)
→ 23%, -2.1, 16%, -15%, -2%, i, 0%, -0.6%, 2%
41	Cc1ccc2c(c1)C=CC(C)(C)S2(=O)=O
→ 8%, 1.9, 12%, 4%, 0%, i, 1%, -0.6%, -15%
42	CCCN(CCC)C(=O)CC(c1ccccc1)c1cc(C)ccc1O (stereo not given)
→ ?, 2.0, -42%, -1%, 0%, i, 6%[1.84 µM], 2.6%, ?
43	CCOC(=O)c1ccc2[nH]c(C)c(CCC(C)=O)c(=O)c2c1
→ -5%, 0.1, -17%, 1%, -7%, i, 21%, -0.5%, ?
44	COc1ccccc1NCC(=O)Nc1cc(S(=O)(=O)N2CCOCC2)ccc1N1CCOCC1
→ -11%, -4.5, 11%, -3%, 2%, i, -3%, 0.4%, -7%
45	O=S(=O)(c1ccc2c(c1)OCCO2)N1CCC(n2nnc3cc(F)ccc32)CC1
→ -11%, -4.1, -25%, -3%, 0%, i, 1%, 0.3%, ?
46	C[C@H](CO)N1C[C@H](C)[C@@H](CN(C)Cc2cccc3c2OCCCO3)OCc2cnnn2CCCC1=O
→ 1%, -2.3, -2%, -6%, nt, i, nt, -0.2%, nt
